# Xi reactivation – X-chromosome reactivation activator. XiGFP mouse fibroblasts, % GFP-positive cells imaging, 3 d; cells co-treated with 5-aza-dC sensitizer; scaled so ellipticine positive control = 100%. activation, % at 7.58 µM. hit rate 0.055% among 360,000. AID 743238;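 active = mean normalized replicate activation at least 10% and every replicate at or above 10%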;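 note: 0% = median of on-plate neutral control wells and 100% = ellipticine 6 µM median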
#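 Material: SV40-immortalized XiGFP fibroblast cells, line 68-5-11 | Buffer or medium: DMEM containing 5-aza-dC | Dosing: One concentration, pinned | Times: 3 d treatment, 15 min room-temperature fixation | Controls: Ellipticine 6 µM positive control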
# Numbers without * were called inactive. This is a subset; rates above refer to the full screens.
SMILES,Xi reactivation
CC(C)(C)C1CCc2c(C(=O)NNC(=O)/C=C/C(=O)O)csc2C1 (centres undefined),0.1
CC1CCN(S(=O)(=O)c2ccc3c(c2)c(=O)c(C(=O)NCc2ccco2)cn3C)CC1,-0.2
CCCCCOc1ccc(CSCCNC(=S)Nc2ccccc2)cc1,0.5
O=C(/C=C/c1ccco1)NC(=S)Nc1ccc(N2CCCC2)cc1,0.6
CN(C1CCCCC1)S(=O)(=O)c1cccc(C(=O)OCC(=O)NC2CCCc3ccccc32)c1 (centres undefined),-0.1
Cc1occc1C(=O)Nc1cccc([N+](=O)[O-])c1,-0.1
CC(=C/c1ccccc1)/C=N/NC(=O)c1ccc2nc[nH]c2c1,0.3
CC(C)C(C)(C#N)NC(=O)CSc1nc(C2CCCCC2)n(-c2ccccc2)n1 (centres undefined),1.1
C[C@@H]1CN(C)C(=O)Cc2ccccc2O[C@H]1CN(C)C,0.3
C[C@@H]1CC=CC[C@@H](c2cccc(Cl)c2)NC(=O)[C@H](Cc2ccccc2)N(C)C(=O)c2ccccc2O1 (mixture of isomers),0.2
CC(C)[C@H]1C(=O)N[C@@H](c2ccc3c(c2)OCO3)CC=CC[C@H](C)Oc2ccccc2C(=O)N1C (mixture of isomers),0.0
O=S(=O)(NCC(c1ccco1)N1CCN(c2ccccc2F)CC1)c1ccc(F)cc1 (centres undefined),-0.1

# Taken from the listing, 7 compounds:
SMILES,Xi reactivation
Cc1occc1C(=O)Nc1cccc([N+](=O)[O-])c1,-0.1
CC(=C/c1ccccc1)/C=N/NC(=O)c1ccc2nc[nH]c2c1,0.3
CC(C)C(C)(C#N)NC(=O)CSc1nc(C2CCCCC2)n(-c2ccccc2)n1 (centres undefined),1.1
C[C@@H]1CN(C)C(=O)Cc2ccccc2O[C@H]1CN(C)C,0.3
C[C@@H]1CC=CC[C@@H](c2cccc(Cl)c2)NC(=O)[C@H](Cc2ccccc2)N(C)C(=O)c2ccccc2O1 (mixture of isomers),0.2
CC(C)[C@H]1C(=O)N[C@@H](c2ccc3c(c2)OCO3)CC=CC[C@H](C)Oc2ccccc2C(=O)N1C (mixture of isomers),0.0
O=S(=O)(NCC(c1ccco1)N1CCN(c2ccccc2F)CC1)c1ccc(F)cc1 (centres undefined),-0.1

# Additional results
SMILES,Xi reactivation
O=C(Nc1ccccc1Sc1ccccc1)c1ccc(F)cc1,0.0
C[C@H](CO)N1C[C@H](C)[C@@H](CN(C)S(=O)(=O)c2cn(C)cn2)Oc2c(NC(=O)Cc3ccccc3)cccc2C1=O,-0.3
CC1(C)CC2CC(C)(CN2C(=O)C23CCC(C)(C(=O)C2)C3(C)C)C1 (centres undefined),1.0
C[C@H](CO)N1C[C@H](C)[C@@H](CN(C)Cc2ccc(Cl)c(Cl)c2)OCc2ccccc2-c2c(n(C)c3ccccc23)C1=O,-0.3
COc1cc(/C=C2/C(=O)CNC2=O)ccc1O,0.1
CN(Cc1ccccc1)C(=O)COC(=O)c1ccc(Cl)c(N)c1,0.0
CCc1ccc(Nc2nc3ccccc3c(=O)s2)cc1,0.1
Cc1ccc(/C=C/C(=O)OC(C)C(=O)Nc2ccc(Cl)cn2)o1 (centres undefined),0.6
COc1ccc(C2CC(c3ccccc3OC(C)=O)=NN2C(=O)/C=C/c2ccccc2)cc1OC (centres undefined),0.1
CC(C)NC(=O)N(C)C[C@@H]1Oc2ccc(N)cc2CC(=O)N(C)C[C@@H]1C,-0.1
c1ccc(CC(Nc2ccccn2)c2ccccc2)cc1 (centres undefined),0.0
CN(C)C(=S)Nc1ccc2ccccc2c1,0.2
COc1ccc(C(C[N+](=O)[O-])c2c(C)[nH]c3ccccc23)cc1OC (centres undefined),0.0
CN(/C(=N\S(=O)(=O)c1ccccc1)c1ccccc1)c1ccc(O)cc1,0.1
COCCNC(C(=O)Nc1ccc([N+](=O)[O-])cc1Br)c1ccccc1 (centres undefined),0.4
O=C(NC(=S)NNS(=O)(=O)c1ccccc1)c1ccc([N+](=O)[O-])cc1,0.0
Cc1sc2cc(-c3cccc([N+](=O)[O-])c3)c(-c3cccc([N+](=O)[O-])c3)c[n+]2c1C,0.0
C/C(N)=C(/C#N)C(=O)CSc1nc2cc(Cl)ccc2c(=O)n1-c1ccc(C)cc1,0.0
CN1c2ccc(-c3ccccc3)cc2[C@H]2[C@H](CCN2C(=O)c2ccccn2)[C@@H]1CO,0.0
N#CCCN(C(=O)Nc1ccc(Cl)c(Cl)c1)c1ccccc1,0.3
COc1ccccc1NS(=O)(=O)c1cc(NC(=O)c2ccncc2)ccc1N1CCOCC1,-0.1
O=C1C2C3C=CC(C4CC34)C2C(=O)N1c1nccs1 (centres undefined),0.0
COCC(=O)N1C[C@H](C)[C@H](OC)CN(C)C(=O)c2ccc(NC(=O)Nc3ccccc3)cc2OC[C@H]1C,0.1
O=S(=O)(c1ccc(NC(=S)NCCC(c2ccccc2)c2ccccc2)cc1)N1CCOCC1,0.0

# Continued, overlapping the part above by six compounds.
SMILES,Xi reactivation
CN1c2ccc(-c3ccccc3)cc2[C@H]2[C@H](CCN2C(=O)c2ccccn2)[C@@H]1CO,0.0
N#CCCN(C(=O)Nc1ccc(Cl)c(Cl)c1)c1ccccc1,0.3
COc1ccccc1NS(=O)(=O)c1cc(NC(=O)c2ccncc2)ccc1N1CCOCC1,-0.1
O=C1C2C3C=CC(C4CC34)C2C(=O)N1c1nccs1 (centres undefined),0.0
COCC(=O)N1C[C@H](C)[C@H](OC)CN(C)C(=O)c2ccc(NC(=O)Nc3ccccc3)cc2OC[C@H]1C,0.1
O=S(=O)(c1ccc(NC(=S)NCCC(c2ccccc2)c2ccccc2)cc1)N1CCOCC1,0.0
COc1ccc(NC(=O)c2ccc(Cl)nc2)cc1S(=O)(=O)N1CCCCC1,0.0
CCn1cc(C2C3=C(CC(C)(C)CC3=O)N(c3ccccc3)C3=C2C(=O)CC(C)(C)C3)c(C)n1,0.4
S=c1[nH]nc(Cc2cccs2)n1-c1cccc2ccccc12,0.3
O=C(N/N=C/c1ccc(-c2ccccc2C(=O)O)o1)c1cccs1,0.0
OC[C@H]1[C@@H](c2ccccc2)C2(CN(Cc3nccs3)C2)N1Cc1ccncc1,0.0
CCOC(=O)C(Cc1ccccc1)C(=O)Nc1ccc(N(CC)CC)cc1 (centres undefined),0.0
COc1ccc2c3c([nH]c2c1)[C@H](CO)N(Cc1ccncc1)CC31CN(C(=O)c2cccnc2)C1,0.3
COc1ccccc1/C=C/C(=C1/C(=O)N(c2ccccc2)N=C1C)c1ccc(C)cc1,-0.3
COc1ccc(NC(=O)N(C)C[C@H]2OCc3ccccc3-c3ccccc3C(=O)N([C@@H](C)CO)C[C@@H]2C)cc1,0.1
O=C(c1ccccc1F)N(NC(=O)C(O)(c1ccccc1)c1ccccc1)c1ccccc1,-0.1
CCNC[C@@H]1[C@H](c2ccccc2)[C@@H](CO)N1C(=O)Cc1ccccn1,0.3
CNC[C@H]1Oc2ncccc2C(=O)N(C)C[C@H]1C,0.2
Cc1ccc2occ(C3NC(C(=O)O)CS3)c(=O)c2c1 (centres undefined),0.2
O=C1CCCC(O)=C1N=Nc1c(Cl)cc(Cl)cc1Cl,-0.1
CCOc1cccc(C(=O)NC(=S)Nc2cccnc2)c1,-0.1
CC1=C(C(=O)Nc2ccccc2)C(c2cccnc2)n2ncnc2N1 (centres undefined),0.0
COc1ccc([C@@H]2C/C=C\C[C@H](c3ccc(F)cc3)NC(=O)CCC(=O)N2)c(OC)c1,0.2
COc1cc(/C=N/Nc2nc(Nc3ccccc3)nc(N3CCCCC3)n2)ccc1OCC(=O)O,0.1
O=C(NCCC1=CCCCC1)C(=O)NCC(c1ccco1)N1CCN(c2ccccc2)CC1 (centres undefined),0.1
COCC(=O)N1CCC2(CC1)CN(Cc1ccccc1Cl)[C@@H](CO)c1c2c2ccc(OC)cc2n1C,0.2
Cc1ccc(S(=O)(=O)N2CCN(CC(=O)N/N=C/c3ccc(C)o3)CC2)cc1,0.5
O=c1c2cc(Cl)ccc2[nH]c(=S)n1Cc1ccccn1,0.0
O=C1C=C(c2ccccc2)CC(/C=C/c2ccccc2)C1 (centres undefined),0.0
CCCOC(=O)COC(=O)c1ccccc1NC(=O)c1ccccc1,0.0
COC(=O)c1ccc(C(=O)OC)c(NC(=S)N2CC(C)CC(C)C2)c1 (centres undefined),-0.1
CCOc1cc(CNc2ccc(S(N)(=O)=O)cc2)cc(Cl)c1OC,0.2
CSCC[C@H](NC(=O)OC(C)(C)C)C(=O)N/N=C/c1cc2ccc(C)cc2nc1Cl,0.4
CC1=NN(c2ccccc2)C(=O)/C1=C/c1cccs1,0.1
CC(C)(C)CC(=O)NCCCCCCNC(=O)CC(C)(C)C,0.1
CN(CC(=O)Nc1ccc(Cl)c(C(F)(F)F)c1)C(=O)/C=C/c1ccco1,0.2
Cc1cccc(-c2ccc([C@H]3[C@@H](CO)N4C(=O)CN(C(=O)c5cnccn5)C[C@H]34)cc2)c1,0.5
CCCC#Cc1ccc([C@@H]2[C@H](CO)N3C(=O)CN(C(=O)c4cccc(F)c4)C[C@@H]23)cc1,0.2
CN(C)Cc1ccc(F)cc1Sc1cc(Cl)ccc1Cl,0.0
CCC(=O)NC(=S)Nc1cccc(-c2nc3ncccc3o2)c1,0.1
O=C(NC1CC1)c1cc2c(F)cccc2s1,0.1
COc1ccc2c3c(n(C)c2c1)[C@@H](CO)N(C(=O)CN1CCOCC1)CC31CCN(Cc2ccncc2)CC1,0.0
O=C(Nc1ccc(Cl)cc1)Nc1cc([N+](=O)[O-])ccc1F,-0.1
C/C=C/c1ccccc1[C@@H]1[C@H](C#N)N(C(=O)c2cccnc2)[C@H]1CO,0.0
COc1ccc2nc(SCCOC(=O)Nc3ccc(Cl)cc3)nc(C)c2c1,0.0
CCCNC(=O)c1ccc(CN2CCOCC2)cc1,0.0
COCC(=O)N(C[C@H]1N[C@H](CO)[C@@H]1c1ccc(C2=CCCC2)cc1)C1CCCC1,0.4
Cc1ccc(CNc2cnn(C34CC5CC(CC(C5)C3)C4)c(=O)c2Cl)cc1,-0.1
COc1ccc(C[C@@H]2CCn3cc(nn3)COC[C@@H](C)NC2=O)cc1,0.2
COc1cc2c(cc1OC)CN(Cc1cc(=O)oc3cc(C)c(Cl)cc13)CC2,0.0
CC(=O)OCCCNc1cc(SCc2ccco2)c2nonc2c1[N+](=O)[O-],-0.3
COCC(=O)N1CCC2(CC1)CN(Cc1cc(F)ccc1F)[C@@H](CO)c1[nH]c3cc(OC)ccc3c12,0.0
O=C(CSc1ncn[nH]1)Nc1c(Br)cc([N+](=O)[O-])cc1Br,0.0
CC(C)NC(=O)N(C)C[C@H]1Oc2c(N)cccc2C(=O)N(C)C[C@H]1C,0.4
CN1C=CC=C/C1=C1/SC(=S)N(Cc2ccccc2)C1=O,0.4
Cc1ccc2nc(SCC(=O)Nc3ccc(C)c([N+](=O)[O-])c3)[nH]c2c1,0.2
COc1ccc(-c2cc(=O)n(-c3ccc([N+](=O)[O-])cc3)[nH]2)cc1,0.0
COc1ccc(CN(C)C(C)C(=O)Nc2ccc([N+](=O)[O-])cc2Cl)cc1OC (centres undefined),-0.1
COc1cc2c(cc1NC(=O)c1ccccc1F)CCCC2,0.3
COc1cc(/C=N/NC(=S)NC(C)C)ccc1OCC(=O)Nc1c(C)cc(C)cc1C,0.2
Fc1ccc(CNC(=S)Nc2cccc(C(F)(F)F)c2)cc1,0.1
O=C(c1ccccc1)N(Cc1cccnc1)C1(C(=O)Nc2ccccc2)CCCCC1,-0.4
CCOc1ccc(C(=O)NC(=S)Nc2ccc(NC(=O)c3ccco3)c(C)c2)cc1[N+](=O)[O-],0.0
COc1ccc2c3c([nH]c2c1)[C@@H](CO)N(Cc1ccccc1)CC31CCN(C(C)=O)CC1,0.2
O=C(CC(Nc1ccc(F)cc1)c1ccccc1)c1ccccc1 (centres undefined),0.1
O=C(N/N=C/c1cc(Br)c(Br)o1)c1cccnc1,0.4
# Later entries:
SMILES,Xi reactivation
Cc1cc(C)cc(NC(=O)CSc2cc(C(=O)c3nccn3C)c3ccccc3n2)c1,0.3
CCCCOC(=O)c1ccc(S(N)(=O)=O)o1,-0.1
C[C@H]1CN(C)C(=O)c2cccnc2O[C@H]1CN(C)S(C)(=O)=O,0.3
C/C(=N\NC(=O)CNc1cccc(C(F)(F)F)c1)c1cccc(Br)c1,-0.2
CCOc1ccc(C(=O)N/N=C/c2cc(Cl)ccc2[N+](=O)[O-])cc1,0.2
O=C(c1ccncc1)N1CC(=O)N2[C@H](C1)[C@@H](c1ccc(C#CCC3CCCC3)cc1)[C@@H]2CO,0.2
CCc1ccc(OCCNC(=O)OCc2ccccc2)cc1,-0.1
COCCOC(=O)C1=C(C)NC(=S)NC1/C=C/c1ccccc1 (centres undefined),0.4
COc1ccc2c3c([nH]c2c1)[C@H](CO)N(C(=O)Nc1ccc(F)cc1)CC31CN(Cc2ccccc2OC)C1,0.0
CC12CCC(=O)N1C(C(=O)OCC(=O)Nc1ccc(S(N)(=O)=O)cc1)CS2 (centres undefined),-0.1
O=C(CCSCc1cccc(Cl)c1)NCCc1ccc(Cl)cc1,0.3
CCc1ccc(OCC(=O)N/N=C(\C)c2ccc3c(c2)OCCO3)cc1,0.1
COc1ccccc1NS(=O)(=O)c1ccc(N/N=C(\C)C(C)C)c([N+](=O)[O-])c1,-0.1
C[C@@H]1CN(C)C(=O)c2cc(NS(C)(=O)=O)ccc2O[C@@H]1CN(C)S(C)(=O)=O,0.3
COc1cc(C(=O)NCC(=O)N/N=C(/C)c2cccs2)cc(OC)c1OC,0.1
Cc1ccccc1OCC(=O)OCC(=O)NCc1cccs1,0.2
CCCCOc1ccc(-c2cnc3ccccc3n2)cc1,-0.1
Cc1ccc(Oc2c(C(N)=O)cc([N+](=O)[O-])cc2[N+](=O)[O-])cc1,0.0
Cc1ccc(NC(=O)Cc2nc(CCl)cs2)cc1,0.0
Cc1cc(C)cc(-n2c(C)c3c(C)nnc(C)c3c2C)c1,0.0
COc1ccc(/C=C/C(=O)NC(=S)NNC(=O)c2cccnc2)cc1,0.2
COC(=O)NNS(=O)(=O)c1ccc(C)cc1,0.0
CC(=O)c1cccc(N=Nc2c(C)[nH]c3ccccc23)c1,0.1

# Compound activity (PubChem)
